GPR151 activ = activates the human receptor GPR151 | Q8TDV0 | PathHunter beta-arrestin GPR151 cells, luminescence | activation, % at 11.2 µM | hit rate 1% among 650,000; in the data active = activation above about 4.9%;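 note: 0% = median of compound wells and 100% = cells with positive control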
Target sequence (Q8TDV0 whole entry, looked up): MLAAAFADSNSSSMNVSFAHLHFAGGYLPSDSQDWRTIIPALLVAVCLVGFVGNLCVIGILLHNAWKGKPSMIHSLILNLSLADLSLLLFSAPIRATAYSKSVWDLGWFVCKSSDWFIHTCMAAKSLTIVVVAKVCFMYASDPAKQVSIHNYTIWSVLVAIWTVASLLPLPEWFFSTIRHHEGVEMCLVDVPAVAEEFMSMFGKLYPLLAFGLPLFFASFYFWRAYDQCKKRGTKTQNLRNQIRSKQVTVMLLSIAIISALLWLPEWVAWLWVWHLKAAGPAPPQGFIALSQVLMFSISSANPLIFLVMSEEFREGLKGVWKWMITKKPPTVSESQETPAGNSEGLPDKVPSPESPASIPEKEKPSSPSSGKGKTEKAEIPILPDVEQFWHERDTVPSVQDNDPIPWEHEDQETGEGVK
MITF primary = human MITF inhibition, primary screen | O75030 | AlphaScreen MITF homodimerization, bead proximity signal | inhibition, % at 2.6 µM | hit rate 0.91% among 650,000; in the data active = inhibition above about 50%;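 note: 0% = vehicle wells with protein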
TEAD-YAP block = TEAD-YAP interaction inhibition | HEK-TIYL cells, TEAD-Gal4/YAP UAS-luciferase luminescence | inhibition, % at 9.12 µM | hit rate 1.4% among 640,000 | AID 1259422; in the data active = inhibition above about 32%;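 note: 0% = median of test compound wells and 100% = reference inhibitor wells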
FBW7 activator = activators of human E3 ligase FBW7 | hit rate 0.13% among 650,000 | normalized activity (activation), % at 26.1 µM | AlphaScreen FBW7–phospho-cyclin E peptide binding, activator screen | Q969H0; in the data active = normalized activity above about 1.9%;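 note: purified mutant Fbw7 with reduced substrate affinity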
Target sequence (Q969H0 whole entry, looked up): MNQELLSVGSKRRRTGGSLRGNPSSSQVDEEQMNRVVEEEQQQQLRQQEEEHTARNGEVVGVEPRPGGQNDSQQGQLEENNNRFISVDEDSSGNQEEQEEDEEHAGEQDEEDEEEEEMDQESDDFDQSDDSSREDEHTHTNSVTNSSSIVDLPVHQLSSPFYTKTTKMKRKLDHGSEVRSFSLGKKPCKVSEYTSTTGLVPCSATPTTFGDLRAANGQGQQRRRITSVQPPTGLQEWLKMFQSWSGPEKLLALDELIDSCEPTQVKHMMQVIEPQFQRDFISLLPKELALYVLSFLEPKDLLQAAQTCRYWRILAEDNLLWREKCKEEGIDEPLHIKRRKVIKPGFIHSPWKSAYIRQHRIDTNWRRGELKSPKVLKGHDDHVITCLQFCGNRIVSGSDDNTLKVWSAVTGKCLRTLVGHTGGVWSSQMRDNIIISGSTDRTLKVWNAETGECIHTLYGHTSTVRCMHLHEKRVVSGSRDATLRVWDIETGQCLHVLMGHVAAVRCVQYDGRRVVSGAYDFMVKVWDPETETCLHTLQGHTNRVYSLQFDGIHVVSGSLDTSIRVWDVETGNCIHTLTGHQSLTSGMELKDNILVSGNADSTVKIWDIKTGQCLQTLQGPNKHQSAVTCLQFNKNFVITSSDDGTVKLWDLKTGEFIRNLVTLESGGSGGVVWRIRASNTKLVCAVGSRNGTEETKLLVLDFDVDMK
Active calls of the source: *; . = not tested or not shown; & = joins results of further samples.

SMILES	GPR151 activ	MITF primary	TEAD-YAP block	FBW7 activator
CN(C)c1cccc(C(=O)NCC2CCC3(CCN(C(=O)c4ccncc4)CC3)O2)c1 (stereo unspecified)	0.2	11	0	0.1
CCCCC(=O)NC(c1ccccc1OC)c1cc([N+](=O)[O-])c2cccnc2c1O (stereo unspecified)	-1.3	51*	28	-0.3
COc1cccc(NC(=O)N2CCCN(c3nc4cc(C)cc(C)c4cc3C#N)CC2)c1	0.1	12	6	0.1
CCOC(=O)C(=O)N1c2ccccc2C(N(C(=O)C(=O)OCC)c2ccccc2)CC1C (stereo unspecified)	3.1	14	11	0.0
CCn1c(CNC(=O)c2cccc(C)c2)nnc1SCC(=O)Nc1cccc(OC)c1	0.1	1	-1	0.0
O=C(Nc1ncn[nH]1)C1c2ccccc2Oc2ccccc21	1.2	19	6	0.0
CCOC(=O)C1=C(O)/C(=C/c2ccc(-c3ccc(C(=O)O)cc3)o2)SC1=Nc1ccc(C)cc1	-0.8	25	9	0.1
COc1ccc(CCNC(=O)CCCOc2ccc(Cl)cc2)cc1OC	0.1	17	9	-0.1
O=c1c2cc(N3CCCCC3)ccc2nc(SCc2ccccc2F)n1Cc1ccccc1	1.8	11	5	0.2
Cc1cc(C(=O)COc2ccc(-c3nnco3)cc2)c(C)n1Cc1ccc2c(c1)OCO2	0.7	4	-14	0.0

Profiles from above. Order of screens: GPR151 activ	MITF primary	TEAD-YAP block	FBW7 activator
Cc1cc(C(=O)COc2ccc(-c3nnco3)cc2)c(C)n1Cc1ccc2c(c1)OCO2 in the list: 0.7	4	-14	0.0
COc1cccc(NC(=O)N2CCCN(c3nc4cc(C)cc(C)c4cc3C#N)CC2)c1 in the list: 0.1	12	6	0.1
CN(C)c1cccc(C(=O)NCC2CCC3(CCN(C(=O)c4ccncc4)CC3)O2)c1 (stereo unspecified) in the list: 0.2	11	0	0.1

Further entries.
SMILES	GPR151 activ	MITF primary	TEAD-YAP block	FBW7 activator
Cc1ccc(OCC(=O)Nc2cccc(Cl)c2C)cc1	0.2	5	-34	0.0
Cc1n(CCC(=O)O)c2cc(Cl)c(Cl)cc2[n+]1C	-0.2	-10	-4	-0.1
COC(=O)Cn1c(=O)c2c(nc3n(Cc4ccc(OC)cc4)c(C)c(C)n23)n(C)c1=O	-1.0	0	2	-0.2
c1ccc(-c2nc(-c3ccncc3)cc(N3CCC4(CC3)OCCO4)n2)cc1	0.5	13	1	0.2
O=C(O)CCC(=O)N1N=C(c2ccccc2)CC1c1ccc(Cl)cc1 (stereo unspecified)	1.0	6	-14	0.0
CCCCC(=O)Nc1ccc2c3c(cccc13)C(=O)N2CC	1.2	-7	5	-0.2
CCOC(=O)c1cnc2cc(Cl)c(OC)cc2c1Nc1cc(C)ccc1OC	-0.3	8	-4	0.2
Cc1cccc(Nc2nc3nonc3nc2Nc2ccc(F)cc2)c1C	1.3	10	35*	-0.1
COc1ccc(/C=C2/SC(=S)N(C(C)C(=O)O)C2=O)cc1OC (stereo unspecified)	3.4	20	-1	0.0
NC(=O)C1CCN(CCC(=O)Nc2cccc(Cl)c2)CC1	0.7	13	6	-0.1
O=C(Nc1cccc(Cl)c1)c1ccc2c(=O)n(-c3cccc(C(F)(F)F)c3)c(=S)[nH]c2c1	1.2	-10	-5	0.0
O=C(c1ccco1)N1CCN(C(=O)c2cc3sccc3n2Cc2ccccc2)CC1	0.4	14	-13	-0.1
CN(C)c1cccc(NC(=O)C23CC4CC(CC(C4)C2)C3)c1	0.0	-4	-6	-0.1
COc1ccc(C(=O)Nc2nc3ccc4ccccc4c3s2)cc1	0.0	8	6	0.5
N#CC1=C(N)Oc2nc[nH]c(=O)c2C1c1ccsc1 (stereo unspecified)	-0.6	11	2	-0.2
COc1cccc(N2C(=O)/C(=C/c3ccncc3)SC2=S)c1	0.2	-1	-3	-0.2
CCN(CC)c1ccc(C2C(C(=O)OCCc3ccccc3)=C(C)NC3=C2C(=O)CC(C)(C)C3)cc1 (stereo unspecified)	0.8	-1	-4	-0.1
COc1ccc(C(=S)N2CCCCC2)cc1OC(=O)c1cccc(C)c1	0.2	-7	9	-0.2
O=C(CNCc1ccco1)Nc1cc(C(F)(F)F)ccc1Cl	1.5	-3	1	-0.1
CN(CCc1ccccn1)Cc1ccccc1F	0.5	79*	-1	0.2
CCN1CCN(C(=O)/C=C/c2ccc(C)o2)CC1	-0.9	7	3	0.3
CC(C)c1ccc(C2C(C#N)=C(N)Oc3n[nH]c(C(C)(C)C)c32)cc1 (stereo unspecified)	-0.4	0	3	-0.2
C=C(C)CN(CC)CCC(=O)Nc1cccc(Cl)c1	-0.6	-8	-2	0.6
COc1ccc(C(=O)NC23CC4CC(CC(C4)C2)C3)c(OC)c1	-1.2	19	-7	0.0
COc1ccc2nc(Cl)c(/C=N/Nc3ccccn3)cc2c1	1.3	10	-48	0.1
CC(C)OCCCNC(=O)c1ccc2c(c1)NC(=O)c1ccccc1N2	0.7	6	-8	-0.1
COc1ccccc1OCCCn1cnc2ccccc21	-0.1	-10	-39	0.7
Cc1cc([N+](=O)[O-])ccc1N=c1c([N+](=O)[O-])nn(-c2ccccc2)n1O	0.2	17	26	0.0
O=C(CN1C(=O)CCC1=O)Nc1ccccc1Br	-0.9	-2	6	-0.1
CO[C@H]1COC(=O)C/C=C/[C@H](C)[C@@H](OC)COC(=O)C/C=C/[C@@H]1C	-1.5	-4	.	0.0
O=S(=O)(NC(=S)NC1CCCCC1)c1ccc(F)cc1	-0.3&-0.8	16&10	2&12	-0.1&0.4
CCOC(=O)C(C(C)=O)C(c1ccc(Cl)c(Cl)c1)C(C(C)=O)C(=O)OCC (stereo unspecified)	-2.0	8	-2	-0.1
COC(=O)c1c(-c2cccc3ccccc23)csc1N	-0.2	6	2	-0.1
Cc1ccc(C(C(=O)NCc2ccco2)N(C(=O)C(=O)NC2CCCCC2)C(C)C)cc1 (stereo unspecified)	1.4	1	-2	0.1
CC(NC(=O)c1ccco1)C(=O)NNC(=O)c1nn(-c2ccc(Cl)cc2)cc1O (stereo unspecified)	0.5	17	11	0.0
C=CCNc1nc(NCCN2CCOCC2)nc(OC)n1	-0.6	-1	-2	0.0
CCCCC(NC(=O)/C(=C\c1ccccc1)NC(=O)c1ccc(OC)cc1)C(=O)O (stereo unspecified)	0.3	-4	-2	0.0
CCOC(=O)c1cnc2c(OC)cccc2c1N1CCC(C)CC1	0.0	-16	-11	0.0
COc1ccc2cc(C(N)=O)c(=Nc3ccc(C(=O)O)cc3)oc2c1	-0.6	16	3	0.1
C=CCNC(=O)CCc1nnc(C2(c3ccc(Cl)cc3)CCC2)o1	2.4	-11	-50	0.2
C=C(C)CN(CC)S(=O)(=O)c1ccc(OC)c([N+](=O)[O-])c1	-0.9	-5	3	0.0
CCCCNc1nc(Nc2ccccc2C)c2cnn(C)c2n1	0.8	-14	8	-0.1
O=C(c1ccc(F)cc1)C1CCN(CCCCc2ccccc2)CC1	0.8	32	.	-0.1
O=C(CSc1nc2ccc(NC(=O)c3ccc(Cl)cc3)cc2s1)Nc1ccccc1	0.4	-5	-4	0.2
O=C(Nc1ccccc1)Nc1ccc2c(c1)CCCN2C(=O)C1CC1	-0.3	3	-54	-0.1
CCN1C(=O)NC(c2ccc3c(c2)OCO3)C(C(=O)OC)=C1C (stereo unspecified)	1.9	0	3	0.1
O=C(NCCc1ccccn1)c1ccc(OC2CCN(Cc3ccccn3)CC2)cc1	-0.7	13	-18	0.4
CN1CCC(O)(c2ccccc2)C(C)(C)C1 (stereo unspecified)	-0.6	14	-6	0.5
Cc1ccc(N=Cc2c(O)n(-c3ccc(F)cc3)c(=O)[nH]c2=O)cc1	1.6	3	4	0.1
O=C(Nc1nnc(-c2ccccc2Cl)o1)c1ccc(F)cc1	-0.1	3	-3	0.5

(more compounds)
SMILES	GPR151 activ	MITF primary	TEAD-YAP block	FBW7 activator
CCN(CC)c1ccc(C(=O)N/N=C(\C)c2ccc(O)cc2)cc1	0.5	4	3	0.2
O=C(O)c1cc(S(=O)(=O)NCc2ccccc2)ccc1O	0.9	25	3	0.0
O=C(CC1C(=O)NCCN1Cc1ccccc1C(F)(F)F)NCCc1ccccn1 (stereo unspecified)	0.6	1	0	-0.2
Cc1cc(NC(=O)CSc2nnc(C)c(=O)[nH]2)no1	0.6	-6	6	0.1
CCSCCOC(=O)C1=C(C)NC2=C(C(=O)CC(c3cccs3)C2)C1c1ccc(C)o1 (stereo unspecified)	-1.0	-1	-3	-0.2
O=C(c1ccc(C(F)(F)F)cc1)N1CCNCC1	0.2	12	-1	0.0
COc1ccc(C(=O)Nc2cccc(C(=O)OCC(=O)c3ccc(Cl)cc3)c2)cc1OC	0.9	-3	8	0.0
O=C1C2C3C=CC(C3)C2C(=O)N1c1cccc(Cl)c1 (stereo unspecified)	0.9	-5	5	0.0
CSc1nnc2c(n1)OC(c1cc(C(C)(C)C)c(O)c(C(C)(C)C)c1)N(C(C)=O)c1ccccc1-2 (stereo unspecified)	1.6	2	-5	0.0
COc1ccc(C2C(C(=O)OC(C)C)=C(C)NC3=C2C(=O)CC(c2ccccc2)C3)cc1Br (stereo unspecified)	-1.2	9	6	0.6
Cc1cccc(C(=O)OC2=C(c3ccccc3)C(=O)c3ccccc32)c1	-0.6	11	-1	0.0
COC(=O)C1=C(C)NC(C)=C(C(C)=O)C1c1cc(Br)ccc1OC (stereo unspecified)	1.0	9	4	0.1
CCCCNC(=O)c1cccc(-n2c(=S)[nH]c3cc(Cl)ccc3c2=O)c1	0.2	13	5	0.0
Cc1nn(-c2ccc(F)cc2)c(C)c1Cc1c(C)nn(-c2ccc(F)cc2)c1C	-0.6	-7	9	0.0
CCOc1c(OC)cccc1C1CC(=O)Nc2c1ccc1ccccc21 (stereo unspecified)	0.7	0	7	-0.1
CCc1nn(CC(N)=O)c(=O)c2cc3occc3n12	0.6	8	-4	0.2
CCO/C=C1\C(=O)N(c2ccccc2)C(=O)c2ccccc21	1.0	16	22	0.0
O=C(CSc1ncccn1)c1cccc2ccccc12	3.3	-1	-77	-0.1
Cc1ccc(C2CC(=O)C3=C(C2)Nc2ccccc2N(C(=O)CCC(=O)O)C3c2ccc(OC(C)C)cc2)cc1 (stereo unspecified)	-0.5	9	10	0.1
CCOc1cccc2c1OC(c1ccc(C(=O)OC)cc1)N1N=C(c3ccc(F)cc3)CC21 (stereo unspecified)	-1.5	9	-40	0.5

In the list so far, these have a furan ring, fused or not:
SMILES	GPR151 activ	MITF primary	TEAD-YAP block	FBW7 activator
CCOC(=O)C1=C(O)/C(=C/c2ccc(-c3ccc(C(=O)O)cc3)o2)SC1=Nc1ccc(C)cc1	-0.8	25	9	0.1
O=C(c1ccco1)N1CCN(C(=O)c2cc3sccc3n2Cc2ccccc2)CC1	0.4	14	-13	-0.1
O=C(CNCc1ccco1)Nc1cc(C(F)(F)F)ccc1Cl	1.5	-3	1	-0.1
CCN1CCN(C(=O)/C=C/c2ccc(C)o2)CC1	-0.9	7	3	0.3
Cc1ccc(C(C(=O)NCc2ccco2)N(C(=O)C(=O)NC2CCCCC2)C(C)C)cc1 (stereo unspecified)	1.4	1	-2	0.1
CC(NC(=O)c1ccco1)C(=O)NNC(=O)c1nn(-c2ccc(Cl)cc2)cc1O (stereo unspecified)	0.5	17	11	0.0
CCSCCOC(=O)C1=C(C)NC2=C(C(=O)CC(c3cccs3)C2)C1c1ccc(C)o1 (stereo unspecified)	-1.0	-1	-3	-0.2
CCc1nn(CC(N)=O)c(=O)c2cc3occc3n12	0.6	8	-4	0.2

Continuation.
SMILES	GPR151 activ	MITF primary	TEAD-YAP block	FBW7 activator
CCC[C@@H]1NC(=O)[C@@H]2C[C@H](NCc3cccc(OCCN(C)C)c3)CN2C1=O	-1.2	-3	8	-0.4
O=C(c1nc2ccccn2c1CNCCCn1ccc2ccccc21)N1CCCC1	0.6	-13	-8	-0.1
CCN(CC)C(=S)SCC(=O)Nc1ccc(C(C)=O)cc1	1.2	7	-16	-0.1
COc1cc(CN2CCN(Cc3cccc4ccccc34)CC2)cc(OC)c1	-1.2	74*	9	-0.2
Cc1nn(CC(=O)Nc2ccccc2-c2n[nH]c(=S)[nH]c2=O)c(C)c1[N+](=O)[O-]	-2.7	-8	2	0.0
COC(=O)C1=C(C(=O)OC)SC(=C2C(=S)C(C)(C)N(C(=O)CCC3CCCCC3)c3ccccc32)S1	-2.0	16	3	0.0
Cc1cc(NC(=O)CCCN2C(=O)c3cccc4cccc(c34)C2=O)n(-c2ccccc2)n1	0.1	-6	-8	-0.2
COc1ccc(S(=O)(=O)N(CC(=O)O)c2ccc(F)cc2)cc1	-0.2	11	-8	-0.4
COc1cccc(OC)c1C(=O)Nc1cccc2ccccc12	1.1	-28	4	0.1
O=C(O)CCCCCn1c(=S)[nH]c2cc3c(cc2c1=O)OCO3	0.8	9	6	0.1
CC(C)(C)NC(=O)COc1ccc(CNCCc2ccccc2)cc1	-1.2	0	-7	-0.2
O=C(NCc1ccccc1)N1CCC2(CC1)OCCc1c2[nH]c2ccccc12	2.1	-17	-7	-0.5
COC(=O)c1ccc(-c2ccco2)n1CC(C)=O	-1.6	9	6	0.8
CC(=O)c1c(Cc2ccccc2)sc(C#N)c1C	-0.6	4	-10	0.0
CCOC(=O)c1ccc(N2C(=O)C(Cl)=C(Nc3ccccc3C(=O)O)C2=O)cc1	-1.6	56*	23	0.6
O=C(Nc1cccc(-n2cccc2)c1)c1cccc2c1OCCCO2	1.3	12	-4	-0.2
Cc1cc(C)nc(N2CCC(CNS(=O)(=O)c3ccc4ccccc4c3)CC2)n1	-1.7	1	2	0.3
C#CCn1c2ccccc2c2ccccc21	1.6	4	3	0.0
Cc1ccc(O)c(NC(=O)CN(C)S(=O)(=O)c2ccc(Cl)cc2)c1	-0.7	-7	1	-0.1

Assay outcomes: PubChem BioAssay, The Scripps Research Institute Molecular Screening Center
